# Giardia FBPA inh: Giardia lamblia aldolase inhibition. A8B2U2. purified Giardia FBPA. Potency, µM (highest dose often 59.6 µM), inactives show top-dose activity, negative = inhibition, hits mostly inhibitors. 290,000 compounds, 0.71% hits. AID 2451; note: potency is the fitted concentration of half-maximal effect; % is set by controls: 0 for no effect and ±100 for the full control effect; nearly all actives have a fitted effect of over 55% in size
# Target sequence (A8B2U2 whole entry, looked up): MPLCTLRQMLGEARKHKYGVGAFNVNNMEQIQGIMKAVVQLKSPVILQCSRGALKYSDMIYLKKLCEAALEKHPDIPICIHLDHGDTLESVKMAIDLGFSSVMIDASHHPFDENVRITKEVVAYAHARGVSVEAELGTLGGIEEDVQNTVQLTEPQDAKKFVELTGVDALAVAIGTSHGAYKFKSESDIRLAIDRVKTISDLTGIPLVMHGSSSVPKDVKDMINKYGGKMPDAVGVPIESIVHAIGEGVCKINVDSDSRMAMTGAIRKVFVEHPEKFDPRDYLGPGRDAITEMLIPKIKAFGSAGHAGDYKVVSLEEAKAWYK
#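 40 nM FBPA preincubated 10 min at RT with compound (up to 57.5 uM final), then substrate plus GAPDH/TPI/NAD/arsenate coupling and diaphorase/resazurin added. Fluorescence read after 20 min at RT, 525/598 nm.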
# HCV inh: HCV inhibition; Huh7.5.1 HCVcc-Cre infection, luciferase reporter, 44 h; Potency, µM (highest dose often 41.8 µM), for inactives: at the top dose activity change, negative = inhibition, hits mostly inhibitors; 340,000 compounds, 3.4% hits; note: potency is the fitted concentration of half-maximal effect; % is set by controls: 0 for no effect and ±100 for the full control effect
#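 Whole-lifecycle infectious HCVcc-Cre system; cells 1,000/well, compound then virus (~0.5 moi) added 4 h after plating, 44 h culture. Luciferase read 15 sec following 15 min substrate incubation, room temp.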
# Pf growth 48h: inhibits P. falciparum growth in the first generation, 48 h; 310,000 compounds, 5.9% hits; P. falciparum luciferase growth in erythrocytes, 48 h; AID 504832; Potency, µM (top dose mostly 28.7 µM), without a hit: top-dose activity change, negative = inhibition, actives largely listed as inhibitors; note: potency is the fitted concentration of half-maximal effect; % is set by controls: 0 for no effect and ±100 for the full control effect
#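 Luciferase-expressing parasites in RBCs, 2% Hct / 0.1% parasitemia final; RPMI 1640 + 0.5% Albumax; 37 C, 5% CO2, one generation; luminescence read-out, lower signal = inhibition.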
# Shiga toxin inh: Shiga toxin inhibition; Vero cells, Shiga toxin protein synthesis inhibition reporter; AID 2315; inhibition, % at 38.7 µM; 290,000 compounds, 9.2% hits; in the data active = inhibition mostly above about 28%, no sharp cut-off; inactive = mostly below about 43%; note: 0% is about no effect
# Cycloheximide cs: counter-screen hit for Shiga toxin inhibitors, cycloheximide; 300,000 compounds, 12% hits; max response, %; cell reporter, cycloheximide protein synthesis inhibition counterscreen; AID 2314; in the data active = max response mostly above about 13%, no sharp cut-off; inactive = mostly below about 14%; note: read at 38.3 µM for the half of the compounds with a filed dose; 0% is about no effect
# Pf growth 96h: inhibits malaria parasite growth, 96 h | Potency, µM (highest dose often 28.7 µM), for inactives: at the top dose activity change, negative = inhibition, most hits filed as inhibitors | 320,000 compounds, 6.9% hits | P. falciparum luciferase reporter growth, 96 h; note: potency is the fitted concentration of half-maximal effect; % is set by controls: 0 for no effect and ±100 for the full control effect
#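 Plates of compound plus infected erythrocytes (2% hematocrit, 0.05% parasitemia final) incubate 96 hours, 37 C, 5% CO2. Detection reagent added; reduced luminescence from the parasites' luciferase reporter flags inhibition.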
# * marks the source's active call; other numbers are inactive results; ? = inconclusive; . = not tested or not shown; & = joins results of further samples; [ ] = dose if it differs, or a comment. Unless noted, calls come from the whole dose curve; as a rule, active = well fitted curve in the direction sought with a large enough effect; inconclusive = small, poorly fitted or top-dose-only effect, or another doubt; inactive = no such curve, though single readings can be large; an effect the other way counts as inactive or inconclusive. Random draw from the library; 24% or so of the library scored in one or more.
SMILES,Giardia FBPA inh,HCV inh,Pf growth 48h,Shiga toxin inh,Cycloheximide cs,Pf growth 96h
CCc1cccc(C)c1NC(=O)CCNC(=O)c1cccc(C)c1,6%,0%,7%,-17,1,1%
C/C(=N\NC(=O)c1nnn(-c2nonc2N)c1C)c1ccc(OCc2ccccc2)cc1,.,3%,50%[activator],57*,22*,5%
O=C1NC(=O)C(=Cc2ccc(SC3CCCCC3)o2)C(=O)N1,-11%,14%,23%,51*,12,-38%[5.75 µM]
CN(C)/C=C1/C(=O)N(c2ccc([N+](=O)[O-])cc2)N=C1c1ccccc1,0%,1%,64%,83*,34*,58%[activator]
CCOC(=O)COc1ccc(S(=O)(=O)NC2CC2)cc1,12%,13%,-8%,-11,1,?
CCN(CC)CCC(c1cc(OC)c(OC)c(OC)c1)c1c(OC)cc(OC)c2ccc(=O)oc12 (configuration not stated),-1%&-11%,21%[8.37 µM],?,-6&-2,-6&-7,?
C/C(=N\O)c1ccccc1C(=O)O,10%,3%,8%,-11,-6,.
O=C(c1cccc(S(=O)(=O)Nc2ccc(F)cc2)c1)N1CCCC1,.,8%,?,.,.,-27%
O=c1c2ccccc2nc(-c2ccc(Cl)cc2Cl)n1-c1ccncc1,1%,-8%,?,20,-2,213%[activator]
CCNC(=S)NNC(=O)c1cc(Br)cs1,11%,0%,14%,29,6,-21%
CCCCCCC(=O)Oc1ccc(N2C(=O)CCC2=O)cc1,-7%,8%,0%,14,0,?
CCn1c(CNC(=O)c2cccc(C)c2)nnc1SCC(=O)Nc1cccc(OC)c1,2%,-29%,-23%,-1,-2,18%
CCOc1ccccc1NC(=O)CSc1nc(N)c(C#N)cc1C#N,0%,-13%,0%,-5,-3,.
CCOC(=O)c1cc2c(ccn2C)n1Cc1ccc(C#N)cc1,-11%,-18%,-4%,-14,-2,4.1µM*
Cc1cc(N2CCN(c3ccccc3)CC2)n2cc(-c3ccccc3)nc2n1,-3%,19%,?,64,14,7.4µM*
O=C(Cc1ccc(-c2ccccc2)cc1)Nc1ccccn1,7%,?,30%,88*,40*,42%[activator]
Cc1cc(C(C)(C)C)cc(C)c1COC(=O)c1cccnc1,-2%,?,?,-6,-2,?
COc1ccc2c(CCNC(=O)/C=C/c3ccc(OC)c(OC)c3)c[nH]c2c1,1%,?,?,-5,11,?
CCNC(=S)N/N=C/c1sccc1C,3%,.,?,34*,6,?
CSc1ccccc1NC(=O)CN(C)C(=O)c1ccc(NC(=O)c2cccs2)cc1,.,?,?,.,.,?

# Whole records, quoted from the list. Order of screens: Giardia FBPA inh	HCV inh	Pf growth 48h	Shiga toxin inh	Cycloheximide cs	Pf growth 96h
# Shown for `CCCCCCC(=O)Oc1ccc(N2C(=O)CCC2=O)cc1` : -7%	8%	0%	14	0	?
# Shown for `CSc1ccccc1NC(=O)CN(C)C(=O)c1ccc(NC(=O)c2cccs2)cc1` : .	?	?	.	.	?

# New compounds follow
SMILES,Giardia FBPA inh,HCV inh,Pf growth 48h,Shiga toxin inh,Cycloheximide cs,Pf growth 96h
CC(=O)c1ccc(NC(=O)c2ccc(CSc3ccccc3)o2)cc1,-4%,?,12%,14,12,?
CS(=O)(=O)c1ccc2nc(NC(=O)CN3C(=O)C4CC=CCC4C3=O)sc2c1 (configuration not stated),11%,-6%,4%,8,12,-1%
COCCNC(=O)c1cc(-c2ccc3c(c2)OCO3)on1,6%,15%,418%[activator],98*,29*,-8%
COc1ccc(C2NC(=O)c3ccccc3N2)cc1 (configuration not stated),-3%,?,25%,63*,20*,126%[activator]
CC1(C)Cc2c(sc3nnn(Cc4ccccc4)c(=O)c23)CO1,-2%,-25%,?,-5,6,?
Cn1cc(Cl)c(C(=O)Nc2nccs2)n1,.,22%,95%[activator],71*,40*,?
CCOC(=O)c1c(C)[nH]c(C(=O)CC(=O)OC)c1C,4%,-13%,16%,41,10,16%
COc1cc(CCC(=O)Nc2sccc2C#N)cc(OC)c1OC,21%,?,-18%,-25,-6,0%
O=C(CCc1nc2ccccc2s1)OCC(=O)c1ccccc1,-1%,2%,44%[activator],31,12*,55%[activator]
COc1ccc(-n2c(SCC(=O)Nc3cc(C(=O)O)ccc3C)nc3ccccc3c2=O)cc1Cl,9%,31%[activator],?,-5,1,?
COC(=O)CCN1CCN(S(=O)(=O)c2cccc(Br)c2)CC1,4%,19%,-2%,5,-3,?
CC[C@H](C)[C@@H](NC(=O)O[C@@H]1C(=O)c2cc(Br)ccc2O[C@H]1c1ccc2c(c1)OCO2)C(=O)OC,1%&-2%,2%[8.37 µM],31%,37,10,21%
CN(CC(=O)Nc1ccccc1C(F)(F)F)C(=O)COc1cccnc1[N+](=O)[O-],2%,-6%,14%,-11,2,0%
CN(C)c1ccc(C(=O)NCC2CCCO2)cc1 (configuration not stated),1%,-19%,269%[activator],64*,43*,?
CCC(C)(C)n1nnnc1C(c1cc2cccc(C)c2[nH]c1=O)N1CCN(C(=O)c2ccco2)CC1 (configuration not stated),-5%,-10%,1.2µM*,-16,-2,58%[activator]
C=CCNC(=O)CN1C2CCCC1CC(NC(=O)c1ccccc1C)C2 (configuration not stated),1%,13%,-9%,9,4,64%[activator]
COc1ccc(CCNC(=O)Cc2ccc(OCc3ccccc3)c(OC)c2[N+](=O)[O-])cc1OCc1ccccc1,-5%,?,.,14,5,?
Brc1cccc(/C=N/Nc2nn[nH]n2)c1,-5%,17%,49%[activator],-9,-3,62%[activator]
C(=N\n1cnnc1)/C1CCCCC1,0%,13%,11%,-18,-6,5%
CCOc1ccc(Nc2nc(N3CCOCC3)nc(N3CCOCC3)n2)cc1,5%,?,-27%,-3,-2,4%
Cn1cc(S(=O)(=O)N2CCN(Cc3ccccc3)CC2)c(=O)n(C)c1=O,6%,7%,-1%,-4,-2,8%
CCOC(=O)c1sc(NC(=O)CNCc2cccnc2)c(C(=O)OCC)c1C,0%,-17%,?,-14,-6,?
Cn1c(=O)c([N+](=O)[O-])c(-n2cnc3ccccc32)c2ccccc21,-3%,?,0%,14,-2,0%
O=c1c2ccccc2nc(/C=C/c2ccc(O)cc2)n1CCc1ccccc1,-10%,13µM*,?,51,13,?
O=C1CCC(C(=O)N2CCSCC2)CN1Cc1cccc(C(F)(F)F)c1 (configuration not stated),.,6%,25%,-4,-3,?
CSc1ccccc1OCc1cc(C(=O)NCCc2nc(C)cc(C)n2)no1,14%,?,?,43*,24*,7%
CC(=O)Nc1nc(-c2ccccc2)cc(-c2ccco2)c1C#N,.,?,13%,.,.,26%
O=C(NCc1ccc(F)cc1)C(c1ccccc1)N(CC1CCCO1)C(=O)Cn1nnc2ccccc21 (configuration not stated),7%,-3%,8.3µM*,-4,-1,?
Cc1ccc(N(CCC#N)C(=O)COC(=O)C2=COCCO2)cc1,.,-6%,?,.,.,8%
O=C(CC1C(=O)N(c2ccccc2)C(=O)N1C1CCCCC1)Nc1ccccc1 (configuration not stated),1%,0%,?,-5,4,0%
CCOc1cc(/C=N\Nc2nc(-c3ccc(C)cc3)c(NC(C)=O)s2)ccc1O,-21%,?,8.3µM*,24,2,?
CCNC(=S)N1CCNC(=O)C1CC(=O)OC (configuration not stated),-7%,-1%,37%[activator],15,1,53%[activator]
COc1cc2ccccc2cc1C(=O)NNC(=O)c1ccccc1O,.,.,?,7,-3,?
O=c1[nH]cnc2nn(-c3ccccc3)nc12,1%,11%,275%[activator],84*,14,.
Cc1ccc(C2(O)CN(c3ccccc3C)C3=[N+]2CCS3)cc1 (configuration not stated),-5%,-25%,?,48*,-3,-1%
Cc1cc(O)c(Sc2ncn[nH]2)cc1NS(=O)(=O)c1ccc(Cl)cc1,.,16%,-8%,.,.,-3%
CC(C)(C)c1ccc(-c2cc(-c3ccccc3O)[nH]n2)cc1,-2%,?,0%,59*,27*,-12%
COc1ccc(CN2CCn3ncc(C(=O)Nc4cccc(C)c4)c3C2=O)cc1,9%,?,-16%,68,16*,38%[activator]
Clc1ccc(Cc2noc(-c3cccs3)n2)cc1,1%,7%,151%[activator],93*,53*,.
COC(=O)CN1C(=O)C(O)(CC(=O)c2ccc(C)cc2)c2ccccc21 (configuration not stated),-5%,7%,0%,16,-3,?

# As entered above.
# `Clc1ccc(Cc2noc(-c3cccs3)n2)cc1` in HCV inh reads 7%
# `CC(C)(C)c1ccc(-c2cc(-c3ccccc3O)[nH]n2)cc1` in Shiga toxin inh reads 59*
# `CC(=O)Nc1nc(-c2ccccc2)cc(-c2ccco2)c1C#N` in Pf growth 48h reads 13%

# Just Shiga toxin inh, Giardia FBPA inh and HCV inh, for some of the entries so far:
smiles	Shiga toxin inh	Giardia FBPA inh	HCV inh
COc1ccc(C2NC(=O)c3ccccc3N2)cc1 (configuration not stated)	63*	-3%	?
CC1(C)Cc2c(sc3nnn(Cc4ccccc4)c(=O)c23)CO1	-5	-2%	-25%
Cn1cc(Cl)c(C(=O)Nc2nccs2)n1	71*	.	22%
CCOC(=O)c1c(C)[nH]c(C(=O)CC(=O)OC)c1C	41	4%	-13%
COc1cc(CCC(=O)Nc2sccc2C#N)cc(OC)c1OC	-25	21%	?
O=C(CCc1nc2ccccc2s1)OCC(=O)c1ccccc1	31	-1%	2%

# Later entries
SMILES,Giardia FBPA inh,HCV inh,Pf growth 48h,Shiga toxin inh,Cycloheximide cs,Pf growth 96h
O=C(Nc1nccs1)C(Cl)(Cl)Cl,1%,24%,0%,18,-2,-17%
NC(=O)Cn1nc(C(F)(F)F)c2c1CCCC2,-7%,10%,-52%,-17,-1,-11%
Cc1cccc2cc(CN(CCCN3CCOCC3)Cc3nnnn3C(C)(C)C)c(=O)[nH]c12,-5%,-2%,-7%,-5,2,.
CC(=O)/C=C/c1ccc(C)o1,-4%,16%,8%,18,11,?
CCOC(=O)C1(Cc2cccc(OC)c2)CCN(Cc2ccon2)CC1,-6%,-6%,0%,-5,-3,24%
CC(C)Cn1c(-c2ccc(F)cc2)n[nH]c1=S,-3%,11%,22%,-1,-4,25%
O=S(=O)(c1ccc(Br)cc1)c1nc(-c2ccco2)oc1NCC1CCCO1 (configuration not stated),-6%,28%,-2%,16,3,44%[activator]
COc1ccc(/C=N/NC(=O)CCn2c3ccccc3c3ccccc32)cc1OC,-1%,?,?,2,21,11%
c1ccc(CSc2ncnc3sccc23)cc1,5%,-20%,9%,52*,14,-24%
Cn1c(C(=O)NCc2ccco2)cc2c(=O)[nH]c3ccccc3c21,3%,-8%,?,14,-1,.
Cc1c(C#N)c2ccccc2n1CC(=O)NC(C)c1ccccc1 (configuration not stated),1%,16%,2.9µM*,-8,-1,.

# Two compounds picked at random from those above, as already listed:
SMILES,Giardia FBPA inh,HCV inh,Pf growth 48h,Shiga toxin inh,Cycloheximide cs,Pf growth 96h
C/C(=N\NC(=O)c1nnn(-c2nonc2N)c1C)c1ccc(OCc2ccccc2)cc1,.,3%,50%[activator],57*,22*,5%
CCNC(=S)NNC(=O)c1cc(Br)cs1,11%,0%,14%,29,6,-21%

# Compound activity deposited in PubChem by National Center for Advancing Translational Sciences (NCATS).
